Bioassay records deposited in PubChem BioAssay by several laboratories.
Anthrax LF prot – anthrax lethal factor protease inhibition; multiplex microsphere protease cleavage assay, LF; AID 588501; P15917; actives 0.12% (n = 360,000); inhibition, % at 10 µM; also: plate controls were buffer without enzyme for full effect and enzyme alone for no effect
Target sequence (P15917 whole entry, looked up): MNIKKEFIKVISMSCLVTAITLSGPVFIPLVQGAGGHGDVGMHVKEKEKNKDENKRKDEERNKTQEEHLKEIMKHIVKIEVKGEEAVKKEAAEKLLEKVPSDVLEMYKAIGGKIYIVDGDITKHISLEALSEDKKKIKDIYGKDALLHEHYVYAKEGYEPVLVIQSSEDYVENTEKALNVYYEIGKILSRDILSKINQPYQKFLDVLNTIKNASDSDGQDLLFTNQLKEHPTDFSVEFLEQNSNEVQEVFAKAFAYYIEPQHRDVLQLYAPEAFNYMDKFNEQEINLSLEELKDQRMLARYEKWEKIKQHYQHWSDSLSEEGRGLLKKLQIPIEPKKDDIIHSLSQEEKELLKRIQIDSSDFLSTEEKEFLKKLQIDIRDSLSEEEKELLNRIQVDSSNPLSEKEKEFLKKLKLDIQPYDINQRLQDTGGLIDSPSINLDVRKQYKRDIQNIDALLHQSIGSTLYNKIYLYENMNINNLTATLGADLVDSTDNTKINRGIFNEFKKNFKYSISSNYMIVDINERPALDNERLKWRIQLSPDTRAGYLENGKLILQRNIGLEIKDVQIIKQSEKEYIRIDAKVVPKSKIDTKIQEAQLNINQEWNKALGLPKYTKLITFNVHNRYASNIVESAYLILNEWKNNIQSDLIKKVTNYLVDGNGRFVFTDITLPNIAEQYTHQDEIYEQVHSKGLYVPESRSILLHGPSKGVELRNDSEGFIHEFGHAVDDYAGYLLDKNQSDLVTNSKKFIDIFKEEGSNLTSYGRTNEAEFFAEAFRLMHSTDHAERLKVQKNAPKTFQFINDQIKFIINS
CCHF vOTU inh – blocks the CCHF virus ovarian tumor domain protease; CCHFV vOTU protease, Pep-AMC fluorescence; inhibition, % at 11.5 µM; actives 0.55% (n = 370,000); AID 651958; in the data active = inhibition above about 30%; also: 0% = vehicle wells with enzyme and 100% = no enzyme wells
BoNT A protease – BoNT A light chain protease inhibition | multiplex microsphere protease substrate cleavage, flow cytometry | inhibition, % at 10 µM | actives 0.17% (n = 360,000) | AID 588499; also: plate controls were buffer without enzyme for full effect and enzyme alone for no effect
SSB-PriA inh – inhibitors of Klebsiella pneumoniae PriA binding to SSB C-terminal tail. inhibition, % at 33 µM. AlphaScreen SSBct-PriA binding, biotinylated peptide. actives 0.6% (n = 430,000). AID 1272365; in the data active = inhibition mostly above about 37%, no sharp cut-off; inactive = mostly below about 20%;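 also: plate controls were negative control peptide for no effect and reference peptide for full effect; strong numbers were not always called active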
SARS 3CLpro inh – SARS-CoV 3CLpro protease inhibition. recombinant SARS-CoV 3CLpro, quenched FRET peptide cleavage. P0C6X7. actives 0.14% (n = 290,000). inhibition, % at 6 µM; in the data active = inhibition above about 12%
BH1578 lux ind – inducers of Vibrio cholerae quorum light production without autoinducers; V. cholerae BH1578 lux reporter, luminescence, 6 h; activation, % at 18.7 µM; actives 0.16% (n = 350,000); AID 588436; in the data active = activation mostly above about 9.7%, no sharp cut-off; inconclusive = no clear call, values can overlap the other calls; inactive = mostly below about 3.7%; also: not every result past the cut was called active; inactives centre near 0; reference of the scale not given here
Y pestis TopoI – inhibitors of Yersinia pestis topoisomerase I | Y. pestis Topo-I cleavage product accumulation, plate reader | activity, % at 10 µM | actives 0.064% (n = 360,000); in the data active = activity above about 50%, passing the limit was not always enough; inconclusive = no clear call, values can overlap the other calls; also: inactives centre near 2
TcdB inh – TcdB glycohydrolase inhibition | P18177 | TcdB glycohydrolase enzymatic assay, plate reader | inhibition, % at 9.99 µM | actives 0.24% (n = 350,000) | AID 652162; in the data active = inhibition above about 10%
PfHsp40 yeast – compounds rescuing yeast from Plasmodium falciparum HSP40 toxicity; S. cerevisiae expressing PfHsp40, growth rescue, ATP luminescence; growth rescue, % at 12.5 µM; actives 0.68% (n = 340,000); AID 504582; in the data active = growth rescue above about 28%, passing the limit was not always enough; inconclusive = no clear call, values can overlap the other calls;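 also: yeast W303a lacking pdr1 and pdr3 grown in galactose medium; growth measured after three days at 30 °C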
VHR inh abs – blocks human VHR1 dual specificity phosphatase | P51452 | recombinant VHR phosphatase, pNPP absorbance | inhibition, % at 13.3 µM | actives 0.52% (n = 290,000); in the data active = inhibition above about 50%; also: some compounds called inactive have numbers as strong as hits
Target sequence (P51452 whole entry, looked up): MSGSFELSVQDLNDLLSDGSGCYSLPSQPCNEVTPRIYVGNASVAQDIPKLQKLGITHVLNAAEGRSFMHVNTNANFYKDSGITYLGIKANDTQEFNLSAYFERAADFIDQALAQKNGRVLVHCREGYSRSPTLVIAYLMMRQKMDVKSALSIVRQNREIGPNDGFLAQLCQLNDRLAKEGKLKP
* = called active by the depositor; & = joins results of further samples. Rule as the data show it, unless noted: active = inhibition above about 30%; inconclusive = no clear call, values can overlap the other calls; inactive = below that. A portion of the library; rates above refer to the full screens.

Screening O=S(=O)(c1ccc(Cl)cc1)N(CCCN1CCOCC1)Cc1cccs1 returned Anthrax LF prot -6, CCHF vOTU inh -4, BoNT A protease -0.2, SSB-PriA inh -10, SARS 3CLpro inh 0, BH1578 lux ind -0.1, Y pestis TopoI -3, TcdB inh 0.5, PfHsp40 yeast -0.1 and VHR inh abs -3.
COc1ccc(/C=N/NC(=O)CCC(=O)Nc2ccc(Br)cc2)c(OC)c1 was read as Anthrax LF prot -10, CCHF vOTU inh 27, BoNT A protease -1.6, SARS 3CLpro inh 2, BH1578 lux ind 1.1, Y pestis TopoI -8, TcdB inh -0.1, PfHsp40 yeast 0.1 and VHR inh abs -2.
`Cc1ccccc1NC(=O)CCCN1C(=O)C2CC=CCC2C1=O` (stereo unspecified) gave Anthrax LF prot 0, CCHF vOTU inh -3, BoNT A protease 0.4, SSB-PriA inh 1, SARS 3CLpro inh 0, BH1578 lux ind inactive, Y pestis TopoI 10, TcdB inh 0.0, PfHsp40 yeast -0.9 and VHR inh abs 24.
Screening Cc1ccccc1Cn1c2ccccc2c2cnn(CC(=O)N3CCN(c4ccccc4)CC3)c(=O)c21 returned Anthrax LF prot -7, CCHF vOTU inh -4, BoNT A protease -0.5, SSB-PriA inh -7, SARS 3CLpro inh -6, BH1578 lux ind 1.2, Y pestis TopoI 25, TcdB inh 1.1, PfHsp40 yeast 1.4 and VHR inh abs 25.
Screening CCCCNC(=O)CSc1cc(=O)n(C)c2ccccc12 returned Anthrax LF prot 2, CCHF vOTU inh 7, BoNT A protease -0.4, SSB-PriA inh -11, SARS 3CLpro inh 4, BH1578 lux ind -0.6, Y pestis TopoI -1, PfHsp40 yeast -1.1 and VHR inh abs -7.
Cc1ccc(S(=O)(=O)NCc2c(Cl)cccc2Oc2ccccc2)cc1 was read as Anthrax LF prot 4, BoNT A protease inconclusive, SSB-PriA inh -7, SARS 3CLpro inh 3, BH1578 lux ind inactive, Y pestis TopoI -1, PfHsp40 yeast 2.1 and VHR inh abs -4.
COC(=O)c1ccc2nc(NC(=O)C3CC3)sc2c1 was read as Anthrax LF prot -2, CCHF vOTU inh -4, BoNT A protease 1.0, SSB-PriA inh -8&4&-1, SARS 3CLpro inh -1, BH1578 lux ind 0.3, Y pestis TopoI 4, TcdB inh -0.2, PfHsp40 yeast 1.2 and VHR inh abs -6.
`CC1=NN(C(=O)c2ccc(Cn3ccc([N+](=O)[O-])n3)cc2)C(O)(C(F)(F)F)C1` (stereo unspecified) gave Anthrax LF prot 0, CCHF vOTU inh 4, BoNT A protease 0.2, SSB-PriA inh -4, SARS 3CLpro inh 2, BH1578 lux ind -0.4, Y pestis TopoI -8, PfHsp40 yeast -1.0 and VHR inh abs 2.
Screening Nc1nc(Nc2ccccc2)nc(NCCO)c1[N+](=O)[O-] returned Anthrax LF prot -8, CCHF vOTU inh -7, BoNT A protease inconclusive, SSB-PriA inh 1, SARS 3CLpro inh -4, BH1578 lux ind inactive, Y pestis TopoI 1, TcdB inh 0.0, PfHsp40 yeast -0.1 and VHR inh abs 28.
Screening COc1ccc(-c2csc(NC(=O)CCCc3cccs3)n2)cc1 returned Anthrax LF prot -8, CCHF vOTU inh -5, BoNT A protease -0.3, SSB-PriA inh -4, SARS 3CLpro inh 2, BH1578 lux ind 4.1, Y pestis TopoI 3, TcdB inh -4.7, PfHsp40 yeast -1.0 and VHR inh abs 4.
`Cn1nnc2cc(C(=O)NC3CCCCC3)ccc21` gave Anthrax LF prot 1, CCHF vOTU inh -6, BoNT A protease 0.1, SSB-PriA inh -3, SARS 3CLpro inh -4, BH1578 lux ind inactive, Y pestis TopoI 1, PfHsp40 yeast -1.1 and VHR inh abs 11.
For Cc1ccc(-c2c(C(=O)N/N=C/c3ccco3)nnn2-c2nonc2N)cc1 the results were Anthrax LF prot 3, CCHF vOTU inh 15, BoNT A protease -0.8, SARS 3CLpro inh 1, BH1578 lux ind inactive, Y pestis TopoI -5, TcdB inh -0.2, PfHsp40 yeast -0.1 and VHR inh abs -12.
Cc1n[nH]c(C)c1S(=O)(=O)N1CCN(C(=O)c2ccco2)CC1 was read as Anthrax LF prot -4, CCHF vOTU inh -1, BoNT A protease -0.7, SSB-PriA inh -5, SARS 3CLpro inh 2, BH1578 lux ind inactive, Y pestis TopoI 1, PfHsp40 yeast -0.3 and VHR inh abs 24.
For c1ccc2c(c1)CCOC2CNCCCN1CCCCC1 (stereo unspecified) the results were Anthrax LF prot 3, CCHF vOTU inh -2, BoNT A protease 0.2, SSB-PriA inh 2, SARS 3CLpro inh -9, BH1578 lux ind 0.2, Y pestis TopoI -7, PfHsp40 yeast 0.1 and VHR inh abs 22.
Screening CCOC(=O)C1CCN(C2=NC(=O)/C(=C/c3ccc(Cl)cc3)S2)CC1 returned Anthrax LF prot -12, CCHF vOTU inh 11, BoNT A protease 0.6, SSB-PriA inh -7, SARS 3CLpro inh 8, BH1578 lux ind -0.6, Y pestis TopoI 6, TcdB inh -0.6 and PfHsp40 yeast 0.7.

Entries above with two or more sulfur atoms:
Screening O=S(=O)(c1ccc(Cl)cc1)N(CCCN1CCOCC1)Cc1cccs1 returned Anthrax LF prot -6, CCHF vOTU inh -4, BoNT A protease -0.2, SSB-PriA inh -10, SARS 3CLpro inh 0, BH1578 lux ind -0.1, Y pestis TopoI -3, TcdB inh 0.5, PfHsp40 yeast -0.1 and VHR inh abs -3.
Screening COc1ccc(-c2csc(NC(=O)CCCc3cccs3)n2)cc1 returned Anthrax LF prot -8, CCHF vOTU inh -5, BoNT A protease -0.3, SSB-PriA inh -4, SARS 3CLpro inh 2, BH1578 lux ind 4.1, Y pestis TopoI 3, TcdB inh -4.7, PfHsp40 yeast -1.0 and VHR inh abs 4.

Going on with the list.
COC(=O)c1cc(C)c(C)cc1NC1OC(CO)C(O)C1O (stereo unspecified) was read as Anthrax LF prot -10, CCHF vOTU inh 8, BoNT A protease 0.4, SSB-PriA inh -13, Y pestis TopoI -2, TcdB inh 0.0 and PfHsp40 yeast -0.7.
For O=C(COc1ccccc1)Nc1nc(-c2cccnc2)cs1 the results were Anthrax LF prot 0, CCHF vOTU inh 14, BoNT A protease 2.3, SSB-PriA inh -7, BH1578 lux ind inactive, Y pestis TopoI -1, TcdB inh 0.8 and PfHsp40 yeast 1.1.
`NS(=O)(=O)c1ccc(NC(=O)CSc2nnc3n2CCCCC3)cc1` gave Anthrax LF prot -2, CCHF vOTU inh 3, BoNT A protease 0.0, SSB-PriA inh -3, BH1578 lux ind -3.8, Y pestis TopoI 3, TcdB inh 0.9 and PfHsp40 yeast -0.9.
`O=C1C=CC(=Nc2cccc3c2C(=O)c2ccccc2-3)O1` gave Anthrax LF prot -2, BoNT A protease 2.5, SSB-PriA inh -12, BH1578 lux ind inactive, Y pestis TopoI -1 and PfHsp40 yeast 6.1.
Screening C#CCNC(=O)C1=C[C@H](C(C)(C)C)C[C@H](OCCCCO)O1 returned Anthrax LF prot -11, CCHF vOTU inh 4, BoNT A protease -0.5, SSB-PriA inh -20, BH1578 lux ind inactive, Y pestis TopoI 4, TcdB inh 0.2&7.7 and PfHsp40 yeast -1.1.
For CCN(CC)CCNC(=O)c1ccc2c(c1)NC(=O)c1ccccc1S2 the results were Anthrax LF prot 3, CCHF vOTU inh -9, BoNT A protease -2.1, SSB-PriA inh -10, SARS 3CLpro inh -1, BH1578 lux ind inactive, Y pestis TopoI -3, TcdB inh 0.0, PfHsp40 yeast -0.9 and VHR inh abs -24.
Screening O=C(C1CCCN(S(=O)(=O)c2cnc[nH]2)C1)N1CC(=O)N(CCc2ccccc2)C(=O)C1 (stereo unspecified) returned Anthrax LF prot -6, BoNT A protease -1.2, SSB-PriA inh -8, SARS 3CLpro inh 0, BH1578 lux ind -0.2, Y pestis TopoI 1, PfHsp40 yeast -0.5 and VHR inh abs 16.
For CC(C)(CNC(=O)c1ccc(NS(=O)(=O)c2ccc(F)c(F)c2)cc1)N1CCOCC1 the results were Anthrax LF prot -2, CCHF vOTU inh 8, BoNT A protease 1.7, SSB-PriA inh 6, BH1578 lux ind inactive, Y pestis TopoI -6, TcdB inh 2.0 and PfHsp40 yeast -0.4.
For CCn1c(C)cc(C(=O)COC(=O)c2ccccc2[N+](=O)[O-])c1C the results were Anthrax LF prot 2, BoNT A protease -4.6, SSB-PriA inh 17, BH1578 lux ind inactive, Y pestis TopoI 17 and PfHsp40 yeast -4.5.
For CCOC(=O)c1cc2c(nc1NC(=S)Nc1ccccc1)CC(C)(C)OC2 the results were Anthrax LF prot 0, CCHF vOTU inh -8, BoNT A protease 0.4, SSB-PriA inh 1, SARS 3CLpro inh 1, BH1578 lux ind -0.5, Y pestis TopoI 0, TcdB inh -0.3, PfHsp40 yeast -0.7 and VHR inh abs 24.
`C/C(CC(=O)Nc1ccc(C)c(Cl)c1)=N\NC(=O)C1CCCCC1` gave Anthrax LF prot -14, CCHF vOTU inh 5, BoNT A protease 0.1, SARS 3CLpro inh 6, BH1578 lux ind 4.4, Y pestis TopoI -3, TcdB inh -0.8, PfHsp40 yeast -0.8 and VHR inh abs -29.
Screening O=C(CC1Oc2ccccc2NC1=O)NCCCN1CCN(Cc2ccccc2)CC1 (stereo unspecified) returned Anthrax LF prot -11, BoNT A protease -0.9, SSB-PriA inh -6, SARS 3CLpro inh -1, BH1578 lux ind -0.4, Y pestis TopoI -1, PfHsp40 yeast 0.1 and VHR inh abs 13.
`CCC(C)C(=O)Nc1nc(C)c(-c2csc(Nc3ccc(Cl)cc3)n2)s1` (stereo unspecified) gave Anthrax LF prot -3, CCHF vOTU inh 0, BoNT A protease 0.3, SSB-PriA inh 23, SARS 3CLpro inh 3, BH1578 lux ind 8.3, Y pestis TopoI 3, TcdB inh -0.1, PfHsp40 yeast -0.4 and VHR inh abs 20.
For O=C(OCN1C(=O)c2ccccc2C1=O)c1cccnc1SC(F)F the results were Anthrax LF prot -10, CCHF vOTU inh 19, BoNT A protease -2.7, SSB-PriA inh -10, SARS 3CLpro inh 1, BH1578 lux ind -0.9, Y pestis TopoI 2, TcdB inh 0.3, PfHsp40 yeast -0.7 and VHR inh abs 12.
`CC1(C)CC(=O)C(C=NCCN2CCN(C(=O)C34CC5CC(CC(C5)C3)C4)CC2)=C(O)C1` gave Anthrax LF prot 2, CCHF vOTU inh 9, BoNT A protease 0.3, SSB-PriA inh -16, BH1578 lux ind -0.6, Y pestis TopoI 18, PfHsp40 yeast -0.6 and VHR inh abs 13.
Screening COc1ccc(NC(=O)C2Cc3c(-c4ccccc4Oc4ccccc4)ccnc3O2)cc1 (stereo unspecified) returned Anthrax LF prot 3, CCHF vOTU inh -1, BoNT A protease 0.0, BH1578 lux ind -0.3, Y pestis TopoI 28 and TcdB inh 0.3.
CNC[C@@H]1Oc2ccc(NS(=O)(=O)c3ccc(OC)cc3)cc2CC(=O)N([C@H](C)CO)C[C@@H]1C was read as Anthrax LF prot -2, BoNT A protease -0.4, SSB-PriA inh 5, BH1578 lux ind -0.5, Y pestis TopoI 17, TcdB inh -2.6 and PfHsp40 yeast -1.5.

Compounds above that have a thiophene ring, fused or not (two):
Screening O=S(=O)(c1ccc(Cl)cc1)N(CCCN1CCOCC1)Cc1cccs1 returned Anthrax LF prot -6, CCHF vOTU inh -4, BoNT A protease -0.2, SSB-PriA inh -10, SARS 3CLpro inh 0, BH1578 lux ind -0.1, Y pestis TopoI -3, TcdB inh 0.5, PfHsp40 yeast -0.1 and VHR inh abs -3.
Screening COc1ccc(-c2csc(NC(=O)CCCc3cccs3)n2)cc1 returned Anthrax LF prot -8, CCHF vOTU inh -5, BoNT A protease -0.3, SSB-PriA inh -4, SARS 3CLpro inh 2, BH1578 lux ind 4.1, Y pestis TopoI 3, TcdB inh -4.7, PfHsp40 yeast -1.0 and VHR inh abs 4.
